AMA1 RON2 block – AMA1-RON2 (P. falciparum) interaction inhibition | AlphaScreen AMA1-biotinylated RON2 peptide binding | Potency, µM (top dose mostly 58.2 µM), inactives show at the top dose activity change, negative = inhibition, most hits filed as inhibitors | 360,000 compounds, 0.2% hits | AID 720542;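 further: potency means the concentration at half of the fitted maximal effect; 0% = vehicle wells and -100% = peptide control; nearly all actives have a fitted effect of over 45% in size; some results filed as inactive show a strong effect at the top dose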
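AMA1 (3D7) with his tag at 25 nM final met compounds first, then biotinylated RON2 peptide at 25 nM; detection used donor plus acceptor beads, 10 µg/mL apiece, read by AlphaScreen after 30 min at room temperature.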
AmpC inh detg – AmpC beta-lactamase inhibition with detergent present; P00811; AmpC hydrolysis of nitrocefin, absorbance 480 nm, 0.01% Triton; Potency, µM (top dose mostly 114 µM), for the others: top-dose activity change, negative = inhibition, usual class: inhibitors; 370,000 compounds, 0.041% hits; AID 485294;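 further: potency means the concentration at half of the fitted maximal effect; 0% = no-compound wells and -100% = no-enzyme wells; nearly all actives have a fitted effect of over 25% in size; some results filed as inactive show a strong effect at the top dose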
Target sequence (P00811 whole entry, looked up): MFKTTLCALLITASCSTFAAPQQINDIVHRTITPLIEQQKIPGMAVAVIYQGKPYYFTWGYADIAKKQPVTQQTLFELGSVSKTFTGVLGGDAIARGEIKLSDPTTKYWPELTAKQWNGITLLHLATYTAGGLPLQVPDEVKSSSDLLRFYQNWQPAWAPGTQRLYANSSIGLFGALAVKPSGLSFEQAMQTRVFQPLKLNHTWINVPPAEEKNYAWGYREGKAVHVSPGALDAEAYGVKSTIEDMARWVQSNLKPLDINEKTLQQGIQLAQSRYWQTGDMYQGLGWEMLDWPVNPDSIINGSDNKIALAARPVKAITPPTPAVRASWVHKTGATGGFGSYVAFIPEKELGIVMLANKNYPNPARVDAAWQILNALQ
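20 mM phosphate pH 7.0 + 0.01% (detergent screen) or 0.0001% Triton X-100; 5.3 nM AmpC reagent; cpd preinc 15 min RT; nitrocefin (800 uM stock) to start; A480 q20 s × 4 min; Activity was normalised to no-enzyme and no-compound control wells.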
Cycloheximide cs – counter-screen hit for Shiga toxin inhibitors, cycloheximide. max response, %. AID 2314. 300,000 compounds, 12% hits. cell reporter, cycloheximide protein synthesis inhibition counterscreen; in the data active means max response mostly above about 13%, no sharp cut-off; inactive means mostly below about 14%; further: read at 38.3 µM for the half of the compounds with a filed dose; 0% is about no effect
Shiga toxin inh – blocks Shiga toxin action in Vero cells; Vero cells, Shiga toxin protein synthesis inhibition reporter; inhibition, % at 38.7 µM; 290,000 compounds, 9.2% hits; AID 2315; in the data active means inhibition mostly above about 28%, no sharp cut-off; inactive means mostly below about 43%; further: 0% is about no effect
AmpC inh no detg – blocks E. coli AmpC beta-lactamase in detergent-free assay; AmpC nitrocefin hydrolysis, absorbance 480 nm, 0.0001% Triton; 330,000 compounds, 0.52% hits; Potency, µM (top dose mostly 57.1 µM), without a hit: at the highest dose activity change, negative = inhibition, usual class: inhibitors;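 further: potency means the concentration at half of the fitted maximal effect; plate controls were no compound for no effect and no enzyme for full effect; nearly all actives have a fitted effect of over 20% in size; some results filed as inactive show a strong effect at the top dose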
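20 mM phosphate pH 7.0 + 0.01% (detergent screen) or 0.0001% Triton X-100; 5.3 nM AmpC reagent; cpd preinc 15 min RT; nitrocefin (800 uM stock) to start; A480 q20 s × 4 min; Activity was normalised to no-enzyme and no-compound control wells.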
HCMV inh – inhibitors of human cytomegalovirus | 410,000 compounds, 4.5% hits | activity change, negative = inhibition, % at 57.5 µM | HFF cells, HCMV-luciferase reporter, 72 h; active compounds read low; in the data active means activity change below about -60%; inconclusive means no clear call, values can overlap the other calls; inactive means above about -39%; further: on the % scale 0 is the no-effect control and ±100 the full control effect
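Inhibition of viral replication was scored as loss of reporter luminescence in HFFs infected with HCMV-luciferase (MOI 1 PFU/cell) for 72 h; compounds tested at 2 doses, normalized to buffer and Salinomycin controls.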
FBPA Giardia inh – blocks Giardia fructose-bisphosphate aldolase activity | purified Giardia FBPA | Potency, µM (doses to about 59.6 µM), for the others: top-dose activity, negative = inhibition, hits mostly inhibitors | 290,000 compounds, 0.71% hits; further: potency means the concentration at half of the fitted maximal effect; on the % scale 0 is the no-effect control and ±100 the full control effect; nearly all actives have a fitted effect of over 55% in size
Target sequence (A8B2U2 whole entry, looked up): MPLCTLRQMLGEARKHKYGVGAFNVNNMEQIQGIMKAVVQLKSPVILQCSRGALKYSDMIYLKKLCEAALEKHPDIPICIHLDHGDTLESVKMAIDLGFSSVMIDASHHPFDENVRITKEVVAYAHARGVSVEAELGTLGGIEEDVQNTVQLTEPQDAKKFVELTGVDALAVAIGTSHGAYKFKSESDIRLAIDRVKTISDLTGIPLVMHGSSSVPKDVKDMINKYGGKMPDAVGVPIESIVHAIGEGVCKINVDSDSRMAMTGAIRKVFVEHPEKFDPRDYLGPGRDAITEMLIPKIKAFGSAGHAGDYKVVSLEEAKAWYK
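Giardia FBPA (40 nM reagent) was preincubated 10 min at RT with compound (up to 57.5 uM final), then substrate plus GAPDH/TPI/NAD/arsenate coupling system with diaphorase/resazurin was added; resorufin fluorescence (525/598 nm) was read after 20 min.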
* hit, by the source's call; u = inconclusive; x = not tested or not shown; & = joins results of further samples; [ ] = another dose, or the depositor's remark. Unless noted, the call rests on the fitted dose curve; in most records, active means well fitted curve in the direction sought with a large enough effect; inconclusive means small, poorly fitted or top-dose-only effect, or another doubt; inactive means no such curve, though single readings can be large; an effect the other way counts as inactive or inconclusive.

Below each compound – FBPA Giardia inh, Cycloheximide cs, AmpC inh detg, Shiga toxin inh, AmpC inh no detg, AMA1 RON2 block, HCMV inh
- O=C1c2ccccc2C(=O)N1CCC#Cc1ccc2cc(CCO)oc(=O)c2c1
 : x, x, 1.2%, x, 0.8%, 9.8%, -21.5
- S=C(NCCCN1CCOCC1)Nc1ccc(Cl)cc1
 : 4.9%, -3.7, 4.1%, -2.2, -37.3%, 6.9%, -19.2
- O=C(Nc1ccc2c(c1)Cc1ccccc1-2)c1ccncc1
 : 1.6%, 33.3*, -8.9%, 66.1*, -32.2%, 12.6%, -3.6
- O=C(Oc1ccc([N+](=O)[O-])cc1)c1cccnc1
 : -0.3%, -5.7, -13.5%, 7.4, -9.5%, -3.0%, -14.3
- Cc1ccc(Cc2c(C)nc3nc(SCC(=O)NCCN4CCOCC4)nn3c2C)cc1
 : 0.4%, -0.9, -9.0%, -5.0, 92.1%[activator], 11.1%, -26.2
- CC1(C)C2CCC1(CS(=O)(=O)Nc1ccc(S(=O)(=O)NC3CCCCC3)cc1)C(=O)C2 (stereo unspecified)
 : 1.6%, -1.2, -2.3%, -12.0, -2.6%, -8.0%, u
- COc1ccc(OC)c(CNC(=O)CCC(=O)N2Cc3ccccc3Oc3ncccc32)c1
 : x, 6.4, -1.8%&12.6%, -3.5, 41.7%, -5.1%, u
- CCC(=O)Nc1nnc(SCC(=O)N2c3ccccc3CC2C)s1 (stereo unspecified)
 : 1.0%, -3.5, -3.7%, -4.5, -19.8%, 17.8%, -9.4
- COC(=O)C(O)(c1ccc(NC(=O)c2ccccc2)cc1)C(F)(F)F (stereo unspecified)
 : -20.5%, 51.1*, 0.1%, 103.1*, -8.5%, -3.1%, 7.6
- Cc1cc(C)cc(-n2nnnc2SCC(=O)Nc2nc(-c3ccc(Cl)cc3)cs2)c1
 : -0.3%, 1.8, -4.1%, -2.5, -48.7%, 12.2%, -9.2
- Cc1ccc2c(c1)-c1c(cnn1CC(=O)NC(C)CCc1ccco1)CO2 (stereo unspecified)
 : -0.7%, -1.8, u, -12.2, 11.1%, -3.1%, 3.4
- COc1ccc(NC2=CC(=O)CC(C)(C)C2)cc1OC
 : u, 0.2, -14.2%, -10.1, -4.8%, -0.7%, -12.0
- CN(c1ccccc1C(=O)NCc1ccccn1)S(C)(=O)=O
 : 6.6%, -0.9, -1.0%, -1.6, -13.0%, 7.1%, 61.6
- Cc1ccc(OCC(=O)Nc2ccc(S(=O)(=O)Nc3cc(C)nc(C)n3)cc2)c(C)c1
 : x, x, u, x, -14.2%, -2.4%, -7.5
- CC(=O)c1cccc(NC(=O)c2ccc3c(c2)OCO3)c1
 : 7.9%, 52.1*, -5.8%, x, -37.8%, -1.9%, 75.1
- CCc1ccc(CN2CCN(C(=O)c3cccc(OC)c3OC)CC2)cc1
 : -26.1%, 6.3, -11.3%, 17.0, 123.0%[activator], 41.1%[activator], u
- CCOC(=O)C1=C(c2ccccc2)NC(SCC(=O)Nc2cccc(C)c2)=C(C#N)C1c1ccco1 (stereo unspecified)
 : 0.5%, -3.4, -8.4%, -7.2, -24.6%, 8.9%, 3.3
- Cc1ccc(N2C(=O)NC(=O)/C(=C\c3cc(C)n(-c4ccc(C(=O)O)cc4)c3C)C2=O)cc1
 : -5.4%, -2.6, -9.4%, -9.3, -20.9%, -1.6%, -15.3
- Cc1cccc(NC(=O)CNC(=O)CSc2ncccn2)c1C
 : x, x, x, x, -6.8%, 16.5%, -9.5
- COc1ccccc1N1CCN(C(=O)c2cc3ccccc3[nH]2)CC1
 : 0.1%, -1.0, 2.4%, -8.2, 54.8%, 1.4%, 10.3
- O=C1CSc2ccc(S(=O)(=O)N3CCN(c4ccccc4F)CC3)cc2N1
 : x, 7.5, 0.2%, -6.0, -30.4%, -11.9%, -76.1*
- CN(C(=O)COC(=O)c1ccc2c(=O)n3c(nc2c1)CCC3)c1ccccc1
 : 2.2%, -5.7, -4.5%, 1.1, 23.9%, 12.5%[11.6 µM], -34.8
- CN(CC(=O)Nc1ccc(F)c(F)c1F)c1ncnc2sccc12
 : -3.9%, -6.1, 3.8%, 4.1, -14.7%, -9.9%, -2.2
- CCn1c(CCC(=O)Nc2ccccc2F)nnc1SCC(=O)Nc1ccc(OC)cc1
 : x, -0.4, 2.3%, -28.9, 3.4%, -19.8%, -12.0
- COc1ccc(OC)c(-c2cc(C(=O)Nc3sc4c(c3C#N)CCC(C)C4)c3ccccc3n2)c1 (stereo unspecified)
 : x, -2.4, -9.2%, -15.4, -19.6%, 4.5%, -19.3
- COc1ccc(OC)c(CN2CCCCCC2)c1
 : u, -3.7, 0.8%, -10.0, -1.7%, -17.7%, 22.7
- COc1ccc(S(=O)(=O)NCc2ccc(C(=O)N3CCN(c4ccccn4)CC3)cc2)cc1
 : 0.9%, -1.0, 4.0%, 1.6, 65.7%[activator], -7.4%, 1.3
- CNC(=O)OCCSCCS(=O)(=O)c1ccc(Cl)cc1
 : 2.6%, -3.0, -1.2%, 22.9, -10.0%, -18.9%, 15.5
- O=C(CCC(=O)N1CCN(S(=O)(=O)c2ccccc2)CC1)c1ccc(Br)cc1
 : x, x, x, x, -4.5%, 10.1%, 6.6
- Cc1ccc(CNC(=O)[C@@H](NC(=O)C2CCN(C(=O)[C@@H]3CCCN3)CC2)C(C)C)cc1
 : u, -1.9, u, -1.3, -9.8%, 18.2%, -10.3
- CCS(=O)(=O)N1CCN(C(=O)c2ccc(-c3ccccc3)cc2)CC1
 : 6.3%, 4.3, 4.1%, -3.3, 66.9%[activator], -4.1%, -17.3
- CN(C)C(=O)N1CCCC(C(=O)NCc2ccccc2)C1 (stereo unspecified)
 : 1.3%, -3.0, u, -2.0, -16.9%, 6.3%, 45.3
- COc1ccc(CCC(=O)N2CCN(S(=O)(=O)c3ccc(C)cc3)CC2)cc1
 : x, x, -4.5%, x, 42.4%, -5.9%, -10.2
- COC(=O)C1=C(C)N(C)C(=O)NC1c1ccc(O)c(Cl)c1 (stereo unspecified)
 : 9.5%, -2.7, -2.4%, 2.2, -18.8%, -3.9%, -25.7
- CCN(CC)CCNC(=O)c1ccc(NC(=O)c2c(F)cccc2Cl)cc1
 : 5.0%, -1.3, -12.3%, 24.7, -13.3%, 7.2%, -23.1
- O=C(C1CCCN(S(=O)(=O)c2ccc(Br)cc2)C1)N1CCOCC1 (stereo unspecified)
 : x, -4.3, -2.9%, -11.0, 9.9%, -3.6%, -30.7
- Cc1ccc(Cn2cc(SCC(N)=O)c3ccccc32)cc1
 : 14.5%, 11.7, -4.3%, -18.7, -4.1%, -3.3%, u
- COc1ccc2[nH]c3c(c2c1)CCN1C(=O)C(CC(=O)NCc2ccc(OC)c(OC)c2)C[C@H](C(=O)N(C(C)C)C(C)C)[C@@]31C (stereo partly specified)
 : x, x, x, x, 202.8%[activator], -3.4%, -7.5
- CCCCCc1c2c(cc(O)c1C(=O)O)OC(=O)c1c(cc(OC)cc1C(=O)CCCC)O2
 : 12.8%&28.4%, -2.4, -1.2%, -11.6, -40.9%, -2.3%, x
- CC(=O)Oc1ccc2nc(-c3cccs3)oc(=O)c2c1
 : -0.7%, -1.7, -7.6%, -5.7, -21.9%, -0.6%, 9.6
- Cc1c(NC(=O)c2ccc(-c3cccc([N+](=O)[O-])c3)o2)c(=O)n(-c2ccccc2)n1C
 : -3.1%, -1.7, 0.2%, -9.3, -16.5%, -4.8%, -29.6
- COc1ccc(CC(=O)Nc2cc(C)c3c(=O)oc4ccccc4c3n2)cc1
 : 8.7%, -0.7, u, 2.0, -13.8%, -3.9%, 9.6
- COc1ccccc1CNC(=O)C1(c2ccc(Cl)cc2)CC1
 : 6.6%, -4.4, -1.5%, -6.1, 1.7%, -12.2%, 30.8
- Cn1c(C(=O)NC2CC2)cc(=O)n(C)c1=O
 : 2.6%, -1.5, 5.0%, -17.9, -1.8%, -0.1%, -32.7
- O=C(O)CCN1C(=O)NC2(CCCC2)C1=O
 : 3.1%, -2.5, -11.3%, -13.2, -7.8%, -20.7%, 11.7
- Cc1ccc(CNC(=O)C(=O)NCC2OCCN2S(=O)(=O)c2ccc(C)cc2)cc1 (stereo unspecified)
 : x, -0.6, 3.2%, -24.6, 9.6%, -13.2%, x
- OCCCNC(=S)Nc1ccc(Oc2ccccc2)cc1
 : 0.0%, 0.2, -0.3%, 23.9, -18.0%, -3.4%, u
- CC1CN(C(=O)c2cccc(S(=O)(=O)N3CCN(c4ccc(F)cc4)CC3)c2)CC(C)O1 (stereo unspecified)
 : x, 0.9, 0.8%, -35.7, 146.9%[activator], 5.7%, -20.1
- CCCCCn1c(=O)c(C(=O)NCc2ccccc2)c(O)c2ccccc21
 : 2.8%, -1.7, -8.1%, -6.6, -26.9%, 18.1%, -11.2
- O=C1CCc2cc(S(=O)(=O)NCCC(=O)NC3CCCCC3)ccc2N1
 : -1.2%, -1.6, -1.0%, -1.9, -7.8%, 7.8%, -33.5
- COc1ccc(S(=O)(=O)N[C@@H](Cc2ccc(Cl)cc2)C(=O)N2CC[C@@]3(O)CCCC[C@H]3C2)cc1
 : 0.1%, -3.1, -6.9%, -16.9, 65.9%[activator], 5.8%, 0.9
- Cc1ccc(C(=O)N(CC#N)CC#N)cc1C
 : 2.9%, -0.3, 5.7%, -14.4, -10.8%, 8.6%, -23.1
- CC(Cc1c[nH]c2ccccc12)NC(=O)C1CCCNC1=O (stereo unspecified)
 : -2.6%, -3.3, -4.4%, 16.5, -17.5%, -5.1%, -17.5
- N/C(=N\NC(=O)c1cccs1)c1cc2ccccc2oc1=O
 : -0.2%, 17.9, 4.9%, 19.3, -19.3%, 56.7%[activator], -32.5
- Cc1cc(C)nc(SC2CCOC2=O)n1 (stereo unspecified)
 : 6.1%, -1.2, -1.1%, -6.6, x, 1.5%, 26.3
- Cc1ccc(S(=O)(=O)c2cn(Cc3ccc(F)cc3)c3cc4c(cc3c2=O)OCO4)cc1
 : 4.0%, -1.4, 0.3%, 2.5, -7.5%, 6.8%, -32.2
- Oc1ccc(/C=N/NP(=S)(c2ccccc2)c2ccccc2)c(O)c1O
 : u, 13.4, 3.0%, 18.3, -50.1%, 46.3%[activator], -2.1
- Cc1[nH]c(-c2ccc3c(c2)OCO3)nc1C(=O)O
 : -26.4%, -2.1, -18.3%, -9.5, -0.2%, 59.8%[activator], 19.8
- O=C(CCC(=O)N(CC(=O)NC1CCCC1)Cc1ccc2c(c1)OCO2)Nc1nccs1
 : 1.2%, -2.9, -4.1%, 13.5, -12.3%, x, -14.4
- CN(c1ccccc1)S(=O)(=O)c1cccc(C(=O)OCC(=O)NCCCN2CCCC2=O)c1
 : 8.3%, 6.8, -0.7%, -13.0, 100.7%[activator], -8.1%, 1.5

Assay outcomes: PubChem BioAssay, National Center for Advancing Translational Sciences (NCATS)
